Screens from PubChem BioAssay.
ATXN viability: Viability Counterscreen for Primary qHTS for Inhibitors of ATXN expression | 400,000 compounds, 0.49% hits | Potency, µM (doses to about 56.7 µM), usual class: cytotoxic | S2 cells (HEK-293 line with an ATXN2-luciferase reporter) viability, CellTiter-Fluor protease fluorescence, 24 h; further: potency means the concentration at half of the fitted maximal effect; nearly all actives have a fitted effect of over 40% in size
TGFb inhibitor: qHTS for Inhibitors of TGF-b; HepG2 CAGA-GFP TGF-b/SMAD3 reporter, GFP fluorescence, 18 h; TGF-beta stimulated, 500 pg/mL final; Potency, µM (top dose mostly 46.1 µM), for inactives: at the highest dose activity, negative = inhibition, usual class: inhibitors; 410,000 compounds, 1.2% hits; further: potency means the concentration at half of the fitted maximal effect; on the % scale 0 is the no-effect control and ±100 the full control effect; nearly all actives have a fitted effect of over 65% in size
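TGF-beta reporter screen: HEPG2 CAGA-GFP, 1% FBS, 500 pg/mL TGF-beta final, 18 h; per-cell GFP summed per well; curves fitted and categorized by class.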
IL-1B inflam inh: qHTS for Inhibitors of Inflammasome Signaling: IL-1-beta AlphaLISA Primary Screen; activity change, % at 57.5 µM; 360,000 compounds, 4.7% hits; THP-1 LPS/ATP IL-1B secretion, AlphaLISA, 16 h; stronger effect = lower value; in the data active means activity change below about -50%; inconclusive means mostly about -30% to -49%; further: on the % scale 0 is the no-effect control and ±100 the full control effect
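Secreted IL-1B measured by AlphaLISA bead assay after 16 h compound exposure of THP-1 cells; compounds (final up to 57.5 uM) added 1 h before LPS (250 ng/mL) and ATP (1.25 mM) stimulation; lower signal means less secretion.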
MCF10A rerep: A quantitative high throughput screen for small molecules that induce DNA re-replication in MCF 10a normal breast cells; MCF 10A DNA re-replication, Hoechst nuclear intensity, 48 h; Potency, µM (doses to about 46.1 µM), for the others: at the highest dose activity, positive = re-replication, actives largely listed as activators; 350,000 compounds, 2.9% hits; AID 624296, 2012; further: potency means the concentration at half of the fitted maximal effect; % of control where 0% means no effect; nearly all actives have a fitted effect of over 50% in size
ATXN2 expr inh: Primary qHTS for Inhibitors of ATXN expression. 360,000 compounds, 0.72% hits. Potency, µM (doses to about 57 µM), inactives show at the highest dose activity change, negative = inhibition, usual class: inhibitors. HEK-293 ATXN2-luciferase reporter, luminescence, 24 h; further: potency means the concentration at half of the fitted maximal effect; on the % scale 0 is the no-effect control and ±100 the full control effect; nearly all actives have a fitted effect of over 55% in size
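qHTS (up to 57 uM final) was run with 24 h compound exposure of reporter cells at 37 °C. Each well was multiplexed: SteadyGlo luminescence measured ATXN2-luciferase expression after a fluorogenic Gly-Phe-AFC viability readout (25 uM final).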
HepG2 viability: qHTS for Inhibitors of TGF-b: Cytotox Counterscreen. 410,000 compounds, 0.76% hits. HepG2 CAGA-GFP viability, ATP luminescence, 18 h. Potency, µM (doses to about 46.1 µM), without a hit: top-dose activity change, negative = cytotoxicity, hits mostly cytotoxic; further: potency means the concentration at half of the fitted maximal effect; some results filed as inactive show a strong effect at the top dose
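CellTiter-Glo luminescence gave cytotoxicity after 18 hours at 37 degrees C. The cells were HepG2 CAGA-GFP in 1% FBS DMEM, stimulated with 500 pg/mL TGF-beta after compound addition. %Activity was normalised to no-cell wells (complete cell-killing) and DMSO (no toxicity), and curves were fitted and classified.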
Nrf2 inh: Nrf2 qHTS screen for inhibitors; 360,000 compounds, 2.1% hits; AID 504444, 2011; A549 ARE-Fluc reporter, luciferase luminescence, 18-24 h; Potency, µM (series often up to 46 µM), without a hit: at the top dose activity change, negative = inhibition, actives largely listed as inhibitors; further: potency means the concentration at half of the fitted maximal effect; on the % scale 0 is the no-effect control and ±100 the full control effect; nearly all actives have a fitted effect of over 60% in size
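Two sequential reads on A549 ARE_Fluc cells exposed to compound for 18-24 h: a CellTiter-Fluor fluorescence read for viability, then a luciferase luminescence read for Nrf2/ARE activity.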
A549 tox: Nrf2 qHTS screen for inhibitors: counterscreen for cytotoxicity | A549 ARE-Fluc cells, CellTiter-Fluor viability, 18-24 h | Potency, µM (doses to about 46 µM), inactives show top-dose activity change, negative = cytotoxicity, usual class: inhibitors | 390,000 compounds, 0.16% hits; further: potency means the concentration at half of the fitted maximal effect; on the % scale 0 is the no-effect control and ±100 the full control effect
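A549 ARE-Fluc cells in 5% FBS OPTI-MEM, 5000 cells/well, rested 2 h then exposed to compounds in concentration-response for 18-24 h at 37 °C. Viability by CellTiter-Fluor fluorescence (Ex 405/Em 525) after 30 min; luciferase luminescence (BugLite, 15 min, RT) read afterwards.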
Nrf2 ARE act: qHTS of Nrf2 Activators; AREc32 ARE-luciferase reporter (MCF7-derived line), luminescence, 24 h; Potency, µM (top dose mostly 46.1 µM), for inactives: top-dose activation, usual class: activators; 410,000 compounds, 0.31% hits; AID 624171, 2012; further: potency means the concentration at half of the fitted maximal effect; % of control where 0% means no effect; nearly all actives have a fitted effect of over 65% in size
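ARE-driven firefly luciferase activity in AREc32 cells measured after a 24 hr compound exposure at 37 deg C, using Steady-Glo reagent and a 30 min room-temperature hold.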
Starred values were filed as active, the others as inactive; i = inactive; ? = inconclusive; . = not tested or not shown; & = joins results of further samples; [ ] = dose if it differs, or a comment. Unless noted, the call rests on the fitted dose curve; in most records, active means well fitted curve in the direction sought with a large enough effect; inconclusive means small, poorly fitted or top-dose-only effect, or another doubt; inactive means no such curve, though single readings can be large; an effect the other way counts as inactive or inconclusive. Some of the compounds tested (hit frequency here may not be typical).

molecule | ATXN viability | TGFb inhibitor | IL-1B inflam inh | MCF10A rerep | ATXN2 expr inh | HepG2 viability | Nrf2 inh | A549 tox | Nrf2 ARE act
CCOC(=O)C(O)(c1ccc(N(CC)S(=O)(=O)c2ccccc2)cc1)C(F)(F)F (centres undefined) | i | 0% | 53 | -2% | 6% | -24% | -25% | -10% | 0.3%
CCC1=C(C)C(N2CCOCC2)=NP(N2CCOCC2)(N2CCOCC2)=N1 | i | 4% | 1 | -1% | -3% | -15% | 5% | -7% | -0.6%
Cn1c(=O)c2c(nc(N/N=C/c3c(O)n(C4CCCCC4)c(=S)[nH]c3=O)n2C)n(C)c1=O | . | ? | 59 | 0% | ? | -13% | ? | 0% | -0.2%
O=C(NN=Cc1ccc(N(CCCl)CCCl)cc1)c1cccnc1 | ? | 15% | -1 | 20% | ? | -23% | -12% | -4% | -0.5%
O=C(Cc1cccc(C(F)(F)F)c1)N1CCN(CC(=O)N2CCCC2)CC1 | i | -4% | 17 | 3% | . | -18% | -16% | 0% | 3.6%
COC(=O)C1=C(c2ccc3ccccc3c2)C[C@@H]2CC[C@H]1N2C(=O)N1CCC(O)CC1 | i | -13% | 19 | -12% | -2% | -19% | -8% | -9% | -0.4%
CC1(O)CCN2C(=O)CCc3cccc1c32 (centres undefined) | i | -6% | -7 | 4% | -4% | -5% | 11% | -3% | 0.1%
COC(=O)C1=C(c2ccccc2)C[C@@H]2CC[C@H]1N2C(=O)NC1CCCCC1 | i | 6% | 10 | 12% | 1% | 7% | -4% | -4% | -0.1%
Nc1ccc(C2(c3ccc(N)cc3)c3ccccc3-c3ccccc32)cc1 | i | ? | -171* | 17% | . | -1% | ? | ? | 3.7%
C=CCC1C(=O)NC(=S)NC1=O | i | 6% | 19 | -2% | -19%[11.3 µM] | 7% | -3% | 3% | 0.8%
C#CCCC[C@@H]1OC(=O)CNC(=O)C([C@@H](C)CC)NC(=O)[C@@H]2CCCN2C(=O)C([C@@H](C)CC)OC(=O)[C@H](Cc2ccccc2)N(C)C(=O)[C@H](C(C)C)NC(=O)C1(C)C (some centres undefined) | ? | ? | -14 | . | ? | -20% | . | . | -1.8%
CN(C)CC1CSCCC1(O)c1cccc(Cl)c1 (centres undefined) | i | -10% | -10 | 34% | -7% | -18% | 6% | 0% | -0.5%
Cc1ccc(NC(=O)CCSc2nnc(Cc3ccccc3)o2)cc1 | ? | -28% | 9 | 0% | -1% | -4% | -5% | -3% | 0.6%
CCCCOc1ccc(C(=O)NCCc2csc(-c3ccc(OC)cc3)n2)cc1 | . | ? | . | . | . | -21% | . | -17% | 0.1%
CC(=O)OC1CCC2(C)C(=CC(=O)C3C2CCC2(C)C(OC(C)=O)CCC32)C1 (centres undefined) | i | -4% | 13 | -1% | 2% | -23% | -3% | -10% | -0.1%
O=S(=O)(c1ccc(O)cc1)c1ccc(O)cc1 | i | 6% | 4 | -2% | 4% | -27% | -3% | -1% | 0.1%
O=c1cccc2n1CC1CNC[C@H]2C1 | i | -4% | 0 | -16% | -10%&38% | 4% | 7% | 0% | 0.7%
CCC(C)C1NC(=O)C(C(C)=O)=C1O (centres undefined) | i | 5% | 26 | -6% | -4% | 1% | 12% | 1% | -1.9%
CN(C)CCCNCC(=O)Nc1ccc(Cl)cc1C(=O)c1ccccc1 | i | 10% | -19 | 6% | -13%[11.3 µM] | -15% | -2% | 4% | 3.0%
CC1COC2N=C(N[N+](=O)[O-])NC2O1 (centres undefined) | i | 2% | 1 | -9% | 5% | -3% | -4% | -1% | -0.5%
CC(C)c1cc(Br)c(NC(=O)Nc2cccnc2)c(Br)c1 | i | -7% | 24 | 10% | 1% | -18% | -11% | -9% | 0.1%
C=C(C)[C@@]12OC3(c4ccccc4)O[C@@H]1C1[C@@H]4O[C@]4(CO)[C@@H](O)[C@]4(O)C(=O)C(C)=C[C@H]4[C@@]1(O3)[C@H](C)[C@H]2OC(=O)/C=C/C=C/c1ccccc1 (some centres undefined) | ? | -98% | 97 | 8% | -10% | -87% | 0.0052µM* | -26% | -2.4%
CCOP(=O)(Cc1ccc(C(C)(C)CC(C)=O)o1)OCC | i | -6% | -13 | 21% | . | 3% | 10% | 6% | 3.3%
Cc1ccc(CNC(=O)C(=O)NCC(c2cccnc2)N2CCN(c3ccc(F)cc3)CC2)cc1 (centres undefined) | i | 7% | . | . | ? | 4% | 15% | 0% | 0.4%
COc1ccc(NC2=NCC(C)S2)cc1 (centres undefined) | i | -12% | -15 | -11% | 15% | -20% | 6% | 0% | 0.6%
NC(Cc1ccc(C(F)(F)F)cc1)c1csc(Nc2nncc3ccccc23)n1 (centres undefined) | ? | ? | -67* | . | ? | -79% | . | . | -3.7%
COc1ccc(C(=O)Nc2sc3c(c2C(=O)O)CC(C)(C)OC3)cc1 | i | -17% | 5 | 3% | 8% | 3% | 8.2µM* | -20% | -0.2%
Cn1c2ccccc2c2c(C(=O)N3CCC4(CC3)OCCO4)cn(C3CCCC3)c(=O)c21 | i | 7% | 11 | ? | 4% | -2% | 6% | -2% | -0.1%
C/C(=C/C=C/[C@@H](C)C(=O)O)[C@H]1CN[C@H](C(=O)O)[C@H]1CC(=O)O | i | -2% | 23 | ? | 6% | -2% | -10% | 0% | -0.2%
CNP1(NC)=NC(C(F)(F)F)=NC(C(F)(F)F)=N1 | i | 1% | 0 | 5% | -18% | -9% | 1% | 2% | -0.4%
CCN1C[C@@]2(COC)C3[C@@H](OC)[C@H]4[C@@H]1[C@@]3(C1C[C@H]3[C@H](O)C1[C@]4(O)C[C@H]3OC)[C@@H](OC)C[C@H]2O (some centres undefined) | i | 26% | -10 | -28% | 4% | 9% | 0% | 0% | -0.5%
C=CCc1ccc(OC)cc1 | i | 0% | 23 | 9% | -4% | -11% | 3% | -13% | -0.3%
COc1ccc(/C=N/NC(=O)c2cccc([N+](=O)[O-])c2)cc1OC | i | -11% | -8 | ? | 4% | -15% | 4% | 3% | 2.5%
C[C@H](CO)N1C[C@H](C)[C@H](CN(C)S(=O)(=O)c2ccccc2)Oc2ccc(NC(=O)NC3CCCCC3)cc2CC1=O | ? | -14% | ? | ? | -13% | 4% | 17% | 4% | -0.4%
CC(C(=O)c1ccc(Cl)cc1Cl)n1cncn1 (centres undefined) | i | 14% | 12 | -1% | . | 4% | -9% | -2% | -0.2%
CCCCCn1c(=O)c(C(=O)NCc2ccccc2Cl)c(O)c2ccccc21 | . | 5% | -2 | 3% | -12% | 17% | 16% | 3% | -0.3%
CCCC(=O)c1ccc(CP(=O)(OCC)OCC)o1 | i | 0% | 7 | -3% | -26% | 51% | -6% | 6% | 0.0%
CCOP(=S)(OCC)SCOC(=O)NCC(=O)OC | i | -15% | 1 | -17% | 4% | -1% | . | 1% | 0.8%
O=C(COc1ccc(Cl)cc1)NC1CN2CCC1CC2 (centres undefined) | i | 12% | 4 | 2% | -5% | 4% | 9% | 11% | 0.5%
COc1cc2c(c(OC)c1OC)-c1ccc(O)cc1C(NC(C)=O)CC2 (centres undefined) | i | -2% | 67 | 0.058µM* | 4% | 1% | ? | -13% | 1.5%
Nc1c(C(=O)OCc2ccccc2)c2nc3ccccc3nc2n1Cc1cccs1 | ? | ? | -90* | 6.5µM* | -26% | 2% | 23µM* | ? | 9.4%
O=C(NN=Cc1ccc(N(CCCl)CCCl)cc1)c1cccc([N+](=O)[O-])c1 | ? | -53% | -5 | 18% | ? | -40% | -6% | 1% | 3.0%
CCCCSP1(=S)NCCCN1 | i | 13% | 22 | 0% | 0% | 1% | 8% | 2% | -0.5%
O=C1NC(=O)C(=Cc2ccsc2)C(=O)N1 | i | -10% | -4 | 2% | 6% | -9% | 22% | 0% | 0.0%
COc1ccc(C2C=C(c3ccccc3)Nc3nc(NC(=O)/C=C/c4ccccc4Cl)nn32)cc1 (centres undefined) | i | ? | . | . | ? | -34% | 4% | 6% | ?
CCCCCSc1cc(O)c(C(CNC)C(C)C)cc1OC (centres undefined) | i | 3% | -68* | ? | -1% | -25% | -7% | 1% | 5.9%
NS(=O)(=O)c1ccc(CCNC(=O)c2ccc(Cl)c(S(=O)(=O)N3CCCCCC3)c2)cc1 | i | ? | -5 | 20% | -2% | -4% | 10µM* | ? | 0.5%

Compounds from the list above that have fluorine (5):
molecule | ATXN viability | TGFb inhibitor | IL-1B inflam inh | MCF10A rerep | ATXN2 expr inh | HepG2 viability | Nrf2 inh | A549 tox | Nrf2 ARE act
CCOC(=O)C(O)(c1ccc(N(CC)S(=O)(=O)c2ccccc2)cc1)C(F)(F)F (centres undefined) | i | 0% | 53 | -2% | 6% | -24% | -25% | -10% | 0.3%
O=C(Cc1cccc(C(F)(F)F)c1)N1CCN(CC(=O)N2CCCC2)CC1 | i | -4% | 17 | 3% | . | -18% | -16% | 0% | 3.6%
Cc1ccc(CNC(=O)C(=O)NCC(c2cccnc2)N2CCN(c3ccc(F)cc3)CC2)cc1 (centres undefined) | i | 7% | . | . | ? | 4% | 15% | 0% | 0.4%
NC(Cc1ccc(C(F)(F)F)cc1)c1csc(Nc2nncc3ccccc23)n1 (centres undefined) | ? | ? | -67* | . | ? | -79% | . | . | -3.7%
CNP1(NC)=NC(C(F)(F)F)=NC(C(F)(F)F)=N1 | i | 1% | 0 | 5% | -18% | -9% | 1% | 2% | -0.4%

Just HepG2 viability, for some of the entries so far:
mol	HepG2 viability
C/C(=C/C=C/[C@@H](C)C(=O)O)[C@H]1CN[C@H](C(=O)O)[C@H]1CC(=O)O	-2%
O=C(COc1ccc(Cl)cc1)NC1CN2CCC1CC2 (centres undefined)	4%
